Growth percent in the NCI-60 one-dose screen (48 h, 10 µM unless noted): 100 = growth as untreated, 0 = no growth, -100 = all killed.
BT-549: BT-549 breast cancer; AID 1794793; 4.4% of 78,000 active
HS 578T: HS 578T breast cancer; 4.1% of 78,000 active; AID 1794788
UACC-257: UACC-257 melanoma; 4.4% of 78,000 active; AID 1794764
T-47D: T-47D breast cancer; 5% of 79,000 active; AID 1794792
SK-MEL-2: SK-MEL-2 melanoma; 4.7% of 77,000 active
MALME-3M: MALME-3M melanoma | AID 1794766 | 5.8% of 78,000 active
UACC-62: UACC-62 melanoma | 5.4% of 81,000 active | AID 1794756
LOX IMVI: LOX IMVI melanoma. 7.4% of 79,000 active
* hit, by the source's call; . = not tested or not shown; & = joins results of further samples; [ ] = remark or other dose. Rule for the calls: active = growth percent below 10; inactive = the rest.

Order of results: BT-549	HS 578T	UACC-257	T-47D	SK-MEL-2	MALME-3M	UACC-62	LOX IMVI
COc1cc2nc(Cl)nc(Nc3cccc(C4=NN(C=O)C(c5ccc(Br)cc5)C4)c3)c2cc1OC (configuration not stated)
  91	92	105	74	101	97	88	.
N#Cc1cnn2c1ncc1ccccc12
  127	94	103	102	103	104	97	101
O=C(O)c1ccc2ccccc2c1
  104	92	80	102	99	79	101	89
COc1ccc(C(=O)COc2cccc(/C=C3\CSc4ccccc4C3=O)c2)cc1
  -75*	-11*	-36*	70	-31*	-67*	-72*	-100*
CCOC(=O)/C=C/c1ccccc1[N+](=O)[O-]
  .	112	102	87	96	94	107	95
C/C(=C(\c1ccc(OCCN2CCCCCC2)cc1)c1ccc(OC(=O)C2CCCCC2)cc1)c1ccc(Cl)cc1
  75	96	93	70	105	93	94	81
CN1C(=O)CCC(N2C(=O)c3cccc(NCCOCCOCCNC(=O)c4cc5c(o4)C(=O)c4ccccc4C5=O)c3C2=O)C1=O (configuration not stated)
  -95*	-23*	-85*	11	6.4*	-97*	-91*	-54*
Nc1cc2c(cc1Cl)-c1ccc([N+](=O)[O-])cc1/C2=N\O
  89	106	103	101	106	91	78	54
COc1ccc(-c2cc(-c3cc(OC)c(OC)c(OC)c3)c(C#N)c(=O)n2CCCCC(=O)Nc2ccccc2N)cc1
  101	80	108	60	101	101	84	70
COc1ccc(-c2cc(Cc3cc(OC)c(OC)c(OC)c3)c(=O)[nH]n2)cc1
  85	91	72	61	98	92	80	92
C=C(C)COc1ccc(C)cc1
  100	109	105	110	102	.	100	99
O=C1C[C@H](Sc2nc3c(c(C(F)(F)F)n2)CCCC3)[C@H]2CO[C@@H]1O2
  104	107	105	89	109	116	90	98
CC(=O)O[C@H]1CC[C@@]2(C)C(=CC[C@@H]3[C@@H]2CC[C@]2(C)C(Cl)=C(c4nc5ccc(Cl)cn5c4NC(C)(C)C)C[C@@H]32)C1
  105	86	99	94	100	67	74	90
CCNC(=O)Oc1ccc(/C(=C(\C)c2ccc(Cl)cc2)c2ccc(OCCN3CCCCC3)cc2)cc1
  73	56	-34*	28	63	-8.7*	-46*	11
O=C(N/N=C/c1ccccc1Cl)C(=O)Nc1cccc(C(F)(F)F)c1
  112	111	103	90	113	111	91	95
C/C=C(\C)C(=O)O[C@@H]1C2CC3=C4CC(=O)O[C@@H](c5ccoc5)[C@]4(C)CC[C@@H]3[C@@](C)(C2=O)[C@@H]([C@@H](O)C(=O)OC)C1(C)C
  91	92	80	77	105	100	86	95
CC(=O)N1N=C(CCC(=O)c2nc3ccc([N+](=O)[O-])cc3[nH]2)OC1c1ccc(O)cc1 (configuration not stated)
  101	104	103	85	57	94	105	95
COc1ccc(C(=O)NC(=O)Nc2ccc3c(c2)NC(=O)/C3=C\c2[nH]c(C)c(CCC(=O)O)c2C)c(F)c1
  11	-5.0*	14	21	-0.6*	41	26	27
O=C(NCCCNc1cc(-c2cn(-c3ccccc3)nc2-c2cccc(O)c2)ccn1)Nc1ccc(Cl)c(C(F)(F)F)c1
  80	54	82	61	82	67	70	74
O=C1OC(c2nc3ccccc3s2)=C/C1=C\c1ccccc1
  130	91	111	91	115	96	89	96
COc1ccc2c(c1)N(CCO)C1=C(C(=O)OC1)C2c1ccc(OC)c(OC)c1 (configuration not stated)
  64	31	54	46	.	.	27	38
CCCCCCNC(=O)Oc1ccc(/C(=C(/C)Cc2ccc(OC)cc2)c2ccc(OCCCN(C)C)cc2)cc1
  79	53	-6.6*	19	27	-51*	-25*	-61*
CC(=O)Nc1cc2oc3ccccc3c2cc1[N+](=O)[O-]
  117	105	84	83	131	100	88	101
C#CCOc1ncnc2sc3c(c12)CCN(C(=O)OCC)C3
  110	102	84	92	108	123	91	102
CCOC(=O)C1C(=O)Nc2nc3ccccc3n2C1c1cccs1 (configuration not stated)
  98	.	112	94	105	97	97	93
NC(=Nc1ccc(N)cc1)C(N)=Nc1ccc(N)cc1
  64	114	32	104	-7.4*	135	104	97
CCCn1cc2c(=O)nc3sc(Cc4ccc(F)cc4)c(C)n3c2n1
  101	90	102	82	93	112	87	87
CC1NC(=S)NC(c2cccs2)=C1C(=O)/C=C/Nc1ccccn1 (configuration not stated)
  103	103	110	48	94	100	97	90
COc1cc(-c2cc(-c3ccc(Nc4ncnc5cc(Cl)ccc45)cc3)nc(N3CCN(C)CC3)n2)cc(OC)c1OC
  95	73	117	99	93	71	97	86
COc1ccc(NC(=O)c2cc(OC)c(OC)c(OC)c2)cc1O
  45	-10*	58	42	.	47	31	43

Some of the entries above in a different format:
C#CCOc1ncnc2sc3c(c12)CCN(C(=O)OCC)C3
  BT-549: 110
  HS 578T: 102
  UACC-257: 84
  T-47D: 92
  SK-MEL-2: 108
  MALME-3M: 123
  UACC-62: 91
  LOX IMVI: 102
COc1ccc(NC(=O)c2cc(OC)c(OC)c(OC)c2)cc1O
  BT-549: 45
  HS 578T: -10*
  UACC-257: 58
  T-47D: 42
  SK-MEL-2: .
  MALME-3M: 47
  UACC-62: 31
  LOX IMVI: 43

Following part
Order of results: BT-549	HS 578T	UACC-257	T-47D	SK-MEL-2	MALME-3M	UACC-62	LOX IMVI
Fc1ccc(-c2nc(-c3c[nH]c4ncccc34)cs2)cc1
  73[100 µM]	56[100 µM]	121[100 µM]	57[100 µM]	92[100 µM]	73[100 µM]	90[100 µM]	94[100 µM]
OC(c1ccccc1)(c1ccccc1)C1CC1
  131	118	99	117	101	141	110	101
Nc1ccc(S(=O)(=O)Nc2nc(-c3ccccc3)cc(-c3ccccc3O)n2)cc1
  94	95	89	90	104	96	78	92
Cc1ccnc(NS(=O)(=O)c2ccc(N=Nc3ccc(N)nc3N)cc2)n1
  108	88	99	110	157	115	95	104
CC1=CC(=O)/C(=C/N2C(=O)/C(=C\c3cccc(O)c3)SC2=S)C(=O)O1
  102	97	99	95	96	93	89	78
CCOC(=O)Nc1nccs1
  101	99	98	95	111	97	100	103
CC1(C)CC[C@]2(C(=O)Nc3ccccn3)CC[C@]3(C)C(=CC[C@@H]4[C@@]5(C)C/C(=C/c6cccnc6)C(=O)C(C)(C)[C@@H]5CC[C@]43C)[C@H]2C1
  42	63	26	13	64	48	34	15
Cc1ccc2c(c1)NCCN2
  103	101	95	100	101	118	91	93
O=C1OC(c2ccccc2)(c2cc(Br)ccc2O)c2ccccc21 (configuration not stated)
  86	89	79	44	69	.	43	68
COc1cc(CNC(=O)Cc2ccccc2)ccc1O
  108	99	96	97	93	101	93	96
COc1ccc(-n2c(-c3ccccc3)c(-c3ccccc3)c3c(SCC(=O)NN)ncnc32)cc1
  91	96	85	69	96	92	75	89
NC(=O)CC(NC(=O)COc1ccc(Cl)cc1Cl)C(=O)O (configuration not stated)
  108	107	107	109	104	105	99	97
CC(C)(C)c1ccc(O)c(CN(CCO)CCO)c1
  .	117	75	107	108	103	90	99
CCOC(=O)NC(=S)Nc1ccc2c(ccn2C(=O)c2cccc(F)c2)c1
  110	93	106	89	105	94	93	107
C=CCn1c(C)nc2ccc(Nc3nc(NCCO)nc4ccccc34)cc21
  96	91	100	96	127	111	93	89
CC1(c2ccc(Cl)cc2)NC(=O)NC1=O (configuration not stated)
  98	109	104	98	104	88	104	102
Cc1ccccc1S(=O)(=O)O
  110	98	93	103	99	108	96	105
NCCCOc1cc(Cl)ccc1NC(=O)c1cc2ccccc2cc1OCCCN
  .	-56*	.	-70*	-94*	-4.2*	26	-81*
CC(=O)N1CCc2ccc([N+](=O)[O-])cc21
  108	110&111	106&119	112&103	105&111	95	103&102	101&91
CC(C)C(=O)N1CCCCCCN1C(=O)C(C)C
  101	103	108	95	101	103	107	97
Cn1cc(-c2nnc(N)nc2-c2cn(C)c3ccc(F)cc23)c2ccccc21
  108	98	98	93	99	100	98	93
CC(=O)N1CCOCC1
  96	121	122	103	100	102	.	105
O=c1oc2cc(NCCO)ccc2cc1-c1nc2ccccc2[nH]1
  67	106	72	29	80	70	73	46
COc1cc(/C=C/C(=O)Nc2cccnc2Nc2ccc(F)cc2)cc(OC)c1OC
  92	99	63	93	68	110	95	100
CN1C(=O)C2(SCC(C(=O)Nc3ccccc3)N2C(=O)C2CCCCC2)c2ccccc21 (configuration not stated)
  99	98	113	101	85	93	85	92
O=C(CCCCCCN1CC(=O)N2[C@@H](c3ccc(F)cc3)c3[nH]c4ccccc4c3C[C@H]2C1=O)NO
  85	77	80	66	90	43	65	60
CC(=O)O[C@H]1CC[C@@]2(C)[C@@H](CC[C@@H]3[C@@H]2C(=O)C[C@]2(C)C(C(C)=O)=CC[C@@H]32)C1
  100	115	.	95	.	135	112	97
CC[C@]12C=CCN3CC[C@@]4(c5ccc(OC)cc5N(C)[C@H]4[C@@](O)(C(=O)OC)[C@@H]1OC(=O)CCN1CCc4ccccc4C1)[C@@H]32
  93	92	100	84	108	89	99	89
O=C(O)c1cn(C2CC2)c2cc(N3CCN(C(=O)CCO[N+](=O)[O-])CC3)c(F)cc2c1=O
  105	102	100	104	100	97	103	94
COc1ccc(C(=O)/C=C/c2cc3c(cc2Br)OCO3)cc1S(N)(=O)=O
  .	30	64	-34*	89	24	39	-86*

Complete entries as entered above. Order of screens: BT-549	HS 578T	UACC-257	T-47D	SK-MEL-2	MALME-3M	UACC-62	LOX IMVI
CC[C@]12C=CCN3CC[C@@]4(c5ccc(OC)cc5N(C)[C@H]4[C@@](O)(C(=O)OC)[C@@H]1OC(=O)CCN1CCc4ccccc4C1)[C@@H]32 is listed with 93	92	100	84	108	89	99	89
CC(C)C(=O)N1CCCCCCN1C(=O)C(C)C is listed with 101	103	108	95	101	103	107	97

(continued)
Order of results: BT-549	HS 578T	UACC-257	T-47D	SK-MEL-2	MALME-3M	UACC-62	LOX IMVI
COc1cc(CNC(=O)/C=C/C=C/c2ccc3c(c2)OCO3)ccc1OCC(=O)NO
  99	105	90	95	102	96	93	82
CN(CCC1CCCCC1)Cc1ccccc1
  106	108	103	100	106	106	102	92
CN(C)C(=O)N(C)/N=C/c1ccc([N+](=O)[O-])o1
  108	96	99	.	107	103	105	94
O=C(CCCCCCC(=O)Nc1ccc(C(=O)/C=C/c2cn(-c3ccccc3)nc2-c2ccc(Br)cc2)cc1)NO
  113	107	96	98	101	59	87	101
Cc1cc(=O)oc2cc(OCC(O)CNN3C(=O)c4cccc5c(NCc6ccccc6)ccc(c45)C3=O)ccc12 (configuration not stated)
  96	89	106	96	102	100	84	92
CCOC(=O)C1(C(=O)OCC)NC(=O)CC1CC (configuration not stated)
  143	96	109	107	110	.	115	107
CCOC(CCc1c(C)nc(N)[nH]c1=O)OCC
  95	101	102	106	119	85	107	98
CC(C)(C)NCCCCCO
  99	94	89	104	101	92	98	95
CN(C)c1ccc(C2OC34CCCCC3C(C#N)(C(=N)O4)C2(C#N)C#N)cc1 (configuration not stated)
  111	125	82	100	115	110	91	93
COc1ccc(C(=O)COc2ccc(/C=C3\COc4ccc(OC)cc4C3=O)cc2)cc1
  78	82	29	85	68	90	85	81
CC(C)CC(C(=O)O)C(=O)O
  98	158	98	.	106	136	99	105
C[C@@H]1C(=O)CC[C@]2(C)[C@H]3CC[C@@H]4[C@H]5[C@H]6OC[C@@]5(CCC6(C)C)CC[C@@]4(C)[C@]3(C)CC[C@@H]12
  95	109	94	92	102	91	82	89
CCOC(=O)C1=C(N)N(c2ccc(Cl)cc2)C2=C(C(=O)CC(C)(C)C2)C1c1ccc(OC)cc1 (configuration not stated)
  75	120	107	110	105	98	108	107
CCC1CCC2=C(C1)C(=O)c1ccccc1C2=O (configuration not stated)
  73	52	74	77	71	69	79	85
CCCCCCC/C=N/NC(=O)c1ccc(-n2cc(-c3ccccc3)nn2)cc1
  82	91	100	95	99	78	62	60

The closing two compounds of the section before come first, to join the parts:
Order of results: BT-549	HS 578T	UACC-257	T-47D	SK-MEL-2	MALME-3M	UACC-62	LOX IMVI
CCC1CCC2=C(C1)C(=O)c1ccccc1C2=O (configuration not stated)
  73	52	74	77	71	69	79	85
CCCCCCC/C=N/NC(=O)c1ccc(-n2cc(-c3ccccc3)nn2)cc1
  82	91	100	95	99	78	62	60
CC(C)C(=O)Nc1ccc([N+](=O)[O-])c(C(F)(F)F)c1
  86&85	85&101	112&108	90&85	29&111	88&83	80&75	93&90
CCCCCCn1c(-c2ccc(-c3nc(-c4ccc5ccccc5c4)no3)cc2)nc(-c2ccccc2)c1-c1ccccc1
  112	101	108	100	99	102	98	94
COc1cc(NC(=O)Cn2c3c(sc2=O)[C@H]2[C@@H](O)[C@@H](O)[C@H](O)[C@@H]2CS3)cc(OC)c1OC
  95	104	104	96	109	99	96	.
CN1CCN(c2ccc(C(=O)/C=C/c3ccc(F)c(C(F)(F)F)c3)cc2)CC1
  89	110	102	65	116	98	93	31
Cc1noc(C)c1-c1ccc2nc(NC(=O)[C@H]3CCN(C#N)C3)cn2c1
  76	84	82	55	74	76	78	78
c1cncc(CSc2ncnc3nc[nH]c23)c1
  105	98	119	92	110	97	94	89
CCN1CCN(c2cc3c(cc2F)c(=O)c(C(=O)O)cn3C2CC2)CC1
  103	101	98	110	125	101	101	75
Nc1ccc(S(=O)(=O)C(=O)O)cc1
  109	121	99	101	99	104	95	109
CC(C)C(=O)Nc1ccccc1
  107	94	110	103	.	99	97	98
O=C(Cn1c(=O)[nH]c2ccccc2c1=O)Nc1ccccc1
  111	82	101	100	113	92	96	97
CCN(CC)CCOc1ccc(CNC(C)CCC2=C(C)CCCC2(C)C)cc1 (configuration not stated)
  112	114	104	105	121	112	98	97
COc1ccc(/C=C(\C#N)C(=O)Nc2cccc(Nc3nc(SC)nc(-c4cccc([N+](=O)[O-])c4)c3C#N)c2)cc1OC
  96	104	103	87	113	97	97	98
CCN(CC)CCCNc1ccc(C)c2sc3ccccc3c(=O)c12
  77	.	-61*	44	94	-62*	-49*	-93*
COc1ccc(NC(=O)c2ccc(Cl)cc2)cc1
  96	102	107	92	98	109	94	97
O=C1/C(=C/c2ccccc2)COc2ccc(O)cc21
  81	107	98	81	104	106	87	90
CCCn1c(=N)c(C(=O)NC2CCCCC2)cc2c(=O)n3cccc(C)c3nc21
  110	102	94	92	98	104	96	104
